SIAE primary: inhibitors of human sialic acid acetylesterase SIAE. AID 1053197. 370,000 tested, 0.69% active. Q9HAT2. SIAE FP-Rh probe binding, fluorescence polarization. inhibition, % at 9.66 µM;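 active = inhibition above a cutoff: mean of compounds within the control limits plus 3 SD of those, cut at about 17% in these data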;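 note: 0% = plate median of compound wells and 100% = probe without SIAE protein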
Target sequence (Q9HAT2 whole entry, looked up): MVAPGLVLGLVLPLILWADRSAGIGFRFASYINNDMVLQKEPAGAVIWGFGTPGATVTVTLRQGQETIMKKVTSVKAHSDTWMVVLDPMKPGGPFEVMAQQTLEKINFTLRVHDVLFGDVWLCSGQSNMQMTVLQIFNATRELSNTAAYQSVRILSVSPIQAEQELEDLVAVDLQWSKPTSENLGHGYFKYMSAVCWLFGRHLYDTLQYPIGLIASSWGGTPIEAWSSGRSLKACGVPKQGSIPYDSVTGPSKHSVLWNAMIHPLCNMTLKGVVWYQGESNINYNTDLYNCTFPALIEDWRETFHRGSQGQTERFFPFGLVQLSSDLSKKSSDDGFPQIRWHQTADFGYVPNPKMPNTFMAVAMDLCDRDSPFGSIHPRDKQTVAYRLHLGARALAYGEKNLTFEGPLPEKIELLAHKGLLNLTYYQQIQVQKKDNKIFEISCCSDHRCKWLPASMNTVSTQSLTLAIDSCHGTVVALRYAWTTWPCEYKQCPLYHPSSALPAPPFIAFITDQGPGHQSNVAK
HTRA1 inhibitor: HTRA1 (human) protease inhibition; inhibition, % at 5.96 µM; recombinant HTRA1, FP-rhodamine activity-based probe, fluorescence polarization; AID 504803; 340,000 tested, 0.5% active; Q92743; in the data active = inhibition above about 36%;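 note: 0% = enzyme with DMSO and 100% = wells lacking enzyme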
UHRF1 MBD2 ctr: blocks human UHRF1 binding to methylated DNA. 370,000 tested, 0.75% active. Q96T88. AID 687016. inhibition, % at 4.4 µM. UHRF1 binding to methylated oligo, TR-FRET; in the data active = inhibition above about 21%;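 note: UHRF1 SRA domain binding a hemimethylated CpG hairpin DNA probe; 0% = median of test compound wells and 100% = reference inhibitor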
MBD2 inh: inhibitors of human MBD2 binding to methylated oligonucleotide; Q9UBB5; TR-FRET; inhibition, % at 4.4 µM; 370,000 tested, 0.31% active; in the data active = inhibition above about 13%
PRMT1 inh: PRMT1 (human) inhibition, primary screen. inhibition, % at 2.79 µM. 370,000 tested, 1.3% active. Q99873. recombinant PRMT1, activity-based probe fluorescence polarization;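 active = inhibition above about 21% made by adding two undisclosed values, limit read from the data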
Target sequence (Q99873 whole entry, looked up): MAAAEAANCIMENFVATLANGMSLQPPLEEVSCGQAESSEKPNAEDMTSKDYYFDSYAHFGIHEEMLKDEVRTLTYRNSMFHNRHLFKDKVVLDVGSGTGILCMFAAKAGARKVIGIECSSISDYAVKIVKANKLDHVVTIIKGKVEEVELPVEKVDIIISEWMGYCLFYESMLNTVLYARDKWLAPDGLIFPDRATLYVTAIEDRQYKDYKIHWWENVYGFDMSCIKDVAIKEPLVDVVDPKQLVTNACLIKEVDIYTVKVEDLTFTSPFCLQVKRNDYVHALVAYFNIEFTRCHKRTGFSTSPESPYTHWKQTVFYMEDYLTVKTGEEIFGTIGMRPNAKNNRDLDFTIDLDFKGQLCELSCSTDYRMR
NPR2 activator: GC-B (human) receptor activation; P20594; HEK293-GC-B cells, CNP EC30, cGMP TR-FRET; 0% at EC30 CNP, 100% saturating CNP; activation, % at 10 µM; 370,000 tested, 0.11% active; AID 1920062;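 active = activation at 10 µM reaching about 35% in either raw or pattern-adjusted values, limit read from the data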
TCR CD3 inh: human TCR-CD3 binding inhibition. TAMRA-labeled TCR probe fluorescence, biochemical. inhibition, % at 9.4 µM. 360,000 tested, 0.37% active; in the data active = inhibition above about 19%;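 note: recombinant mutant TCR 2C K166C tagged with TAMRA read by polarization; 0% = receptor in buffer alone and 100% = receptor with positive control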
NPR1 activator: GC-A (human) enzyme activation | 370,000 tested, 0.14% active | activation, % at 10 µM | HEK293 GC-A cells, cGMP TR-FRET, EC30 ANP; 0% at EC30 ANP, 100% saturating ANP | P16066; in the data active = activation above about 40%
mABHD4 FP: inhibits mouse alpha/beta hydrolase domain 4; Q8VD66; purified mABHD4, FP-Rh probe fluorescence polarization; 370,000 tested, 0.54% active; inhibition, % at 8.92 µM; AID 720543;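 active = inhibition exceeding the mean over every tested compound plus 3 SD, cut at about 30% in these data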;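 note: 0% = plate median of compound wells and 100% = S159A mutant with DMSO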
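Assay system: mABHD4 protein; medium: HEPES pH 7.0, NaCl, Pluronic buffer; dosing: 8.92 µM, single dose; schedule: 45 min + 60 min at 25 °C; signal: FP readout, ex 525 nm / em 598 nm; read-out: normalized percent inhibition of probe labeling; repeats: single replicate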
rCAG RNA binder: molecules binding r(CAG) RNA repeats. r(CAG) RNA repeat, TO-PRO-1 dye displacement fluorescence. inhibition, % at 3 µM. 370,000 tested, 1.3% active;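 active = inhibition above the plate cutoff, the mean of all test compounds on that plate plus 3 SD, cut at about 35% in these data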;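 note: 0% = DMSO alone and 100% = 100 µM mitoxantrone as full dye displacement; higher means more dye released from RNA so lower well fluorescence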
* hit, by the source's call; · = not tested or not shown. A portion of the library; count on the stated rates, not on these rows.

SMILES	SIAE primary	HTRA1 inhibitor	UHRF1 MBD2 ctr	MBD2 inh	PRMT1 inh	NPR2 activator	TCR CD3 inh	NPR1 activator	mABHD4 FP	rCAG RNA binder
Cc1ccc(CCNC(=O)c2cc(S(=O)(=O)N3CCOCC3)cn2C)cc1	-1	7	2	-2	3	-1	-8	6	-6	3
CC(C)CC(=O)N1CCC(N2CCN(c3ccccc3)CC2)CC1	5	1	1	4	-1	3	1	-1	13	-4
O=C(NC(=S)Nc1ccc2[nH]c(=O)[nH]c2c1)c1ccccc1F	-6	-4	6	4	0	-4	-8	-2	-9	3
CCOC(=O)Cn1cc(CN2C(C(=O)OC)CN(Cc3ccc(C)cc3)CCS2(=O)=O)nn1 (stereo unspecified)	1	·	14	-4	-2	1	·	4	-4	0
O=C(NCc1ccc(F)cc1)c1cc(C2CCCCN2C(=O)OCCF)on1 (stereo unspecified)	1	·	-2	-2	-5	-1	0	3	-2	1
CCN(c1ccccc1)S(=O)(=O)c1cc(C(=O)NCc2ccco2)ccc1C	2	3	8	6	9	-2	-8	1	1	12
O=[n+]1c2c(n([O-])c3cc(Cl)ccc31)CCCC2	0	-3	-6	-7	3	1	11	-3	9	2
Nc1nc(C23CC4CC(CC(C4)C2)C3)[nH]c(=O)n1	-2	2	6	0	1	1	-8	1	-5	1
OC1CCC(Nc2ccn3nc(-c4cccc(OCc5ccccc5)c4)cc3n2)CC1 (stereo unspecified)	-20	·	-1	6	-6	3	0	-13	-28	10
O=C1CC(c2cccs2)Sc2nc3ccccc3n21 (stereo unspecified)	6	-1	0	-2	0	-5	6	-6	-2	0
CN(C)CC(CCC(CN(C)C)C(O)(c1ccccc1)c1ccccc1)C(O)(c1ccccc1)c1ccccc1 (stereo unspecified)	-1	·	-1	-1	0	-15	3	-55	5	-7
Cn1ccnc1C(=O)c1cc(SCC(=O)NC2CC2)nc2ccccc12	12	-2	5	0	1	1	0	3	5	-3
CCNS(=O)(=O)c1ccc(CCC(=O)N2CCN(c3ccccc3F)CC2)cc1	-10	8	2	2	18	3	-2	2	2	-7
Cc1ccc2[nH]c(C)c(/C=N/Nc3nc4ccccc4s3)c2c1	41*	49*	-4	-2	3	-11	3	-8	31*	65*
CC(O)CSc1nc2c(c(=O)[nH]c(=O)n2C)n1CC(O)COc1ccccc1 (stereo unspecified)	4	1	-1	1	9	1	1	-1	0	-3
Cc1cccc(C)c1OCc1cc(C(=O)NC2CCC(O)CC2)no1 (stereo unspecified)	1	7	4	0	3	3	-10	-1	4	-6
O=C(N/N=C/c1ccc[nH]1)c1ccc(COc2cccc3cccnc23)cc1	11	-16	-1	-2	4	-5	-1	0	-4	3
CNC(=S)N/N=C/c1c(C(=O)OC)cnn1-c1ccc(F)cc1F	0	-1	-2	2	2	3	2	5	0	-4
C/C(=N\NC(=O)c1cccs1)c1ccc(C(=O)O)s1	1	-6	1	1	2	5	0	1	3	0
COC(=O)c1nn(-c2ccccc2)c(=O)cc1Sc1ccc(Cl)cc1	2	-1	-1	-2	-5	0	6	3	1	-2

Structural class: the compounds so far containing two or more sulfur atoms (2)
SMILES	SIAE primary	HTRA1 inhibitor	UHRF1 MBD2 ctr	MBD2 inh	PRMT1 inh	NPR2 activator	TCR CD3 inh	NPR1 activator	mABHD4 FP	rCAG RNA binder
O=C1CC(c2cccs2)Sc2nc3ccccc3n21 (stereo unspecified)	6	-1	0	-2	0	-5	6	-6	-2	0
C/C(=N\NC(=O)c1cccs1)c1ccc(C(=O)O)s1	1	-6	1	1	2	5	0	1	3	0

Next section.
SMILES	SIAE primary	HTRA1 inhibitor	UHRF1 MBD2 ctr	MBD2 inh	PRMT1 inh	NPR2 activator	TCR CD3 inh	NPR1 activator	mABHD4 FP	rCAG RNA binder
COc1ccc(CN2Cc3cccc4c3[C@@H](CC2=O)[C@H](O)[C@H](O)C4)cc1	2	3	-1	2	1	5	11	-2	1	2
O=C(CSc1nc2[nH]ncc2c(=O)[nH]1)NCc1ccccc1	-5	1	1	4	-1	3	10	3	0	5
O=C1CSC(=S)N1c1ccc(F)c(Cl)c1	-13	-15	1	-3	1	-1	-10	2	7	-5
Brc1ccc(-n2c(SCc3nc4ccccc4[nH]3)nnc2-c2ccncc2)cc1	3	-1	-6	-5	0	-5	8	-31	1	-3
O=C(NS(=O)(=O)N1CCCC1)C1=C(N2CCCC2)COC1=O	1	-2	2	1	-2	-1	-3	1	4	8
COC(=O)c1c[nH]n2c(=O)cc(C)nc12	0	0	-6	-5	-3	1	5	0	0	1
COC(CNC(=O)C1CCCCC1C(=O)O)OC (stereo unspecified)	-6	-3	0	-3	0	1	-6	2	3	1
COc1ccc(NC(=O)N(C)C[C@H]2Oc3ccc(NC(=O)CCN4CCOCC4)cc3C(=O)N([C@@H](C)CO)C[C@H]2C)cc1	-6	10	2	-1	1	7	5	1	0	6
Cc1cc(-n2c(C)cc(C(=O)COc3ccccc3[N+](=O)[O-])c2C)no1	4	-7	2	0	-1	·	-9	·	-2	3
COc1ccc(-c2cc3ccccc3oc2=O)cc1NC(=O)c1cccnc1	-5	-13	-2	-5	-2	-1	15	7	-3	1
O=C(NCCN1CCN(Cc2ccccc2)CC1)Nc1cc(Cl)cc(Cl)c1	4	2	-1	5	1	-18	-3	-6	6	-4
Cc1cccc(C)c1NC(=O)C(c1ccccc1)N1CCN(C)CC1 (stereo unspecified)	-1	·	1	-3	1	5	0	1	-5	-1
COc1ccc2cc(C(=O)C3CCCN(C(=O)Cc4c(C)noc4C)C3)ccc2c1 (stereo unspecified)	0	-4	-1	-7	-1	-1	10	0	4	-6
CCCCN(CC)S(=O)(=O)c1c(C)[nH]c(=O)[nH]c1=O	-2	4	0	2	2	-1	-7	4	-1	0
CCOC(=O)c1ccc(NC(=O)c2nc[nH]c2C(=O)N[C@H](C)c2ccccc2)cc1	-77	-64	4	7	4	-2	-6	-1	-39	6
CCn1c(=O)c2cc(C(=O)N(C)c3ccc(OC)cc3OC)sc2c2ccccc21	-10	-69	0	-1	4	-5	2	-5	-2	0
Fc1cccc(Cc2c(-c3cccc(Cl)c3)nc3c4ccccc4ccn23)c1	-16	·	6	0	-1	17	7	2	-8	4
O=[N+]([O-])c1ncccc1Oc1nc(-c2cccnc2)nc2ccccc12	3	8	-2	1	0	1	11	-1	2	0
O=c1c2ccccc2ncn1CCCCOc1ccc(Br)cc1	-4	-3	-1	-2	-2	-6	2	2	-1	0
Cc1cc(=O)n(CC(C)C)c(O)c1C#N	1	-5	-9	-3	3	1	2	4	11	12

Reformatted bar-delimited: 2 of the compounds above.
SMILES | SIAE primary | HTRA1 inhibitor | UHRF1 MBD2 ctr | MBD2 inh | PRMT1 inh | NPR2 activator | TCR CD3 inh | NPR1 activator | mABHD4 FP | rCAG RNA binder
O=[N+]([O-])c1ncccc1Oc1nc(-c2cccnc2)nc2ccccc12 | 3 | 8 | -2 | 1 | 0 | 1 | 11 | -1 | 2 | 0
CCOC(=O)c1ccc(NC(=O)c2nc[nH]c2C(=O)N[C@H](C)c2ccccc2)cc1 | -77 | -64 | 4 | 7 | 4 | -2 | -6 | -1 | -39 | 6

The list continues:
SMILES	SIAE primary	HTRA1 inhibitor	UHRF1 MBD2 ctr	MBD2 inh	PRMT1 inh	NPR2 activator	TCR CD3 inh	NPR1 activator	mABHD4 FP	rCAG RNA binder
COc1ccc(NC(=O)c2ccc(=O)[nH]c2)cc1S(=O)(=O)N1CCCCC1	-1	·	2	1	-2	2	3	-2	4	1
CC(=O)Nc1nc(=O)c2ccccc2s1	12	8	0	4	44*	5	1	-10	2	-2
COc1ccc(C(=O)Nc2cccc(S(=O)(=O)N3CCCC3)c2)cc1S(=O)(=O)N1CCOCC1	-6	-3	-1	-10	-4	6	6	-4	-4	8
COc1cccc(Oc2nnnn2-c2ccccc2)c1	-2	-1	1	-5	-3	2	2	-1	0	-1
Brc1ccc(-c2csc(N/N=C/c3cccnc3)n2)cc1	5	-3	-1	-6	4	3	-3	9	4	10
CN(Cc1ccccc1)S(=O)(=O)CCNC(=O)c1ccc2c(c1)OCO2	2	5	-1	1	-3	6	6	-3	0	-2
NC(=O)CSc1nnc(-c2ccco2)n1-c1ccc(F)cc1	3	-3	2	1	5	3	-7	3	2	3
CCCCCn1c(=S)[nH]c2cc(C(=O)N3CCN(C(=O)OCC)CC3)ccc2c1=O	9	-3	-1	-5	-1	1	3	-4	-1	0
Cc1ccc2c(c1)C(=O)C(=O)N2CC(=O)Nc1ccccc1NC(=O)c1ccccn1	-1	-5	-5	-11	-2	-9	2	-8	-4	3
COc1ccc(CSc2nc(CSC)cc(N3CCOCC3)n2)cc1	2	-16	2	-3	2	23	1	22	-3	-4
COc1ccc(CNC(=O)CCCn2nc([N+](=O)[O-])cc2C)cc1	6	3	-1	1	-2	4	-1	-4	2	-3
Cn1c(SCc2nn[nH]n2)nc2c1c(=O)n(Cc1ccccc1Cl)c(=O)n2C	1	6	0	3	-2	2	-7	3	-7	10
CC(=O)Nc1ccc(N2CCN(c3ccc(C(F)(F)F)cn3)CC2)nc1	1	4	-1	-3	-4	-3	-2	-2	2	-2
COc1ccccc1C(=O)NC(=O)COC(=O)c1ccc(C)o1	4	-2	-1	1	-2	2	1	-1	-5	-2
CCN(CC)C(=O)c1cccc(-c2csc(C(O)c3ccco3)n2)c1 (stereo unspecified)	-4	·	2	-3	4	1	-1	3	5	10
C#CCNC(=O)C1=C[C@H](c2ccc3c(c2)OCO3)C[C@H](OCc2ccc(CO)cc2)O1	-2	-12	7	9	4	-10	-7	-5	-9	7

Structures shown so far that have a furan ring, fused or not (4):
SMILES	SIAE primary	HTRA1 inhibitor	UHRF1 MBD2 ctr	MBD2 inh	PRMT1 inh	NPR2 activator	TCR CD3 inh	NPR1 activator	mABHD4 FP	rCAG RNA binder
CCN(c1ccccc1)S(=O)(=O)c1cc(C(=O)NCc2ccco2)ccc1C	2	3	8	6	9	-2	-8	1	1	12
NC(=O)CSc1nnc(-c2ccco2)n1-c1ccc(F)cc1	3	-3	2	1	5	3	-7	3	2	3
COc1ccccc1C(=O)NC(=O)COC(=O)c1ccc(C)o1	4	-2	-1	1	-2	2	1	-1	-5	-2
CCN(CC)C(=O)c1cccc(-c2csc(C(O)c3ccco3)n2)c1 (stereo unspecified)	-4	·	2	-3	4	1	-1	3	5	10
